Bioassay records: PubChem, several laboratories
Yp Topo-I inh: inhibitors of Yersinia pestis topoisomerase I | hit rate 0.064% among 360,000 | activity, % at 10 µM | Y. pestis Topo-I cleavage product accumulation, plate reader; in the data active = activity above about 50%, passing the limit was not always enough; inconclusive = no clear call, values can overlap the other calls; also: inactives centre near 2
BH1578 lux ind: induces V. cholerae light production without autoinducers | AID 588436 | V. cholerae BH1578 lux reporter, luminescence, 6 h | hit rate 0.16% among 350,000 | activation, % at 18.7 µM; in the data active = activation mostly above about 9.7%, no sharp cut-off; inconclusive = no clear call, values can overlap the other calls; inactive = mostly below about 3.7%; also: not every result past the cut was called active; inactives centre near 0; reference of the scale not given here
SARS 3CLpro inh: SARS-CoV 3CLpro protease inhibition. recombinant SARS-CoV 3CLpro, quenched FRET peptide cleavage. inhibition, % at 6 µM. hit rate 0.14% among 290,000. AID 1706; in the data active = inhibition above about 12%
TcdB inh: inhibitors of Clostridioides difficile toxin B glycohydrolase | P18177 | TcdB glycohydrolase enzymatic assay, plate reader | inhibition, % at 9.99 µM | hit rate 0.24% among 350,000; in the data active = inhibition above about 10%
VHR inh abs: DUSP3 (human) phosphatase inhibition. P51452. recombinant VHR phosphatase, pNPP absorbance. inhibition, % at 13.3 µM. hit rate 0.52% among 290,000. AID 1654; in the data active = inhibition above about 50%; also: some compounds called inactive have numbers as strong as hits
Target sequence (P51452 whole entry, looked up): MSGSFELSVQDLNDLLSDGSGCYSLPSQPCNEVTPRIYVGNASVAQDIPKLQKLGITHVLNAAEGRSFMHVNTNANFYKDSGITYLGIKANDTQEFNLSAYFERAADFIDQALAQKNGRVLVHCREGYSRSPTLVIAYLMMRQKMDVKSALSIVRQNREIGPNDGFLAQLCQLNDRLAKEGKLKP
CCHF vOTU inh: blocks the CCHF virus ovarian tumor domain protease; inhibition, % at 11.5 µM; hit rate 0.55% among 370,000; CCHFV vOTU protease, Pep-AMC fluorescence; in the data active = inhibition above about 30%; also: 0% = vehicle wells with enzyme and 100% = no enzyme wells
BoNT-A LC inh2: blocks Botulinum neurotoxin A light chain protease | multiplex microsphere protease substrate cleavage, flow cytometry | inhibition, % at 10 µM | hit rate 0.17% among 360,000 | AID 588499; also: plate controls were buffer without enzyme for full effect and enzyme alone for no effect
PfHsp40 yeast: compounds rescuing yeast from Plasmodium falciparum HSP40 toxicity; growth rescue, % at 12.5 µM; hit rate 0.68% among 340,000; AID 504582; S. cerevisiae expressing PfHsp40, growth rescue, ATP luminescence; in the data active = growth rescue above about 28%, passing the limit was not always enough; inconclusive = no clear call, values can overlap the other calls;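 also: yeast W303a lacking pdr1 and pdr3 grown in galactose medium; growth measured after three days at 30 °C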
PriA SSB inh: blocks PriA binding to SSB C-terminal tail; AlphaScreen SSBct-PriA binding, biotinylated peptide; inhibition, % at 33 µM; hit rate 0.6% among 430,000; AID 1272365; in the data active = inhibition mostly above about 37%, no sharp cut-off; inactive = mostly below about 20%;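 also: plate controls were negative control peptide for no effect and reference peptide for full effect; strong numbers were not always called active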
Anthrax LF prot: blocks Bacillus anthracis lethal factor protease. hit rate 0.12% among 360,000. inhibition, % at 10 µM. AID 588501. multiplex microsphere protease cleavage assay, LF; also: plate controls were buffer without enzyme for full effect and enzyme alone for no effect
Target sequence (P15917 whole entry, looked up): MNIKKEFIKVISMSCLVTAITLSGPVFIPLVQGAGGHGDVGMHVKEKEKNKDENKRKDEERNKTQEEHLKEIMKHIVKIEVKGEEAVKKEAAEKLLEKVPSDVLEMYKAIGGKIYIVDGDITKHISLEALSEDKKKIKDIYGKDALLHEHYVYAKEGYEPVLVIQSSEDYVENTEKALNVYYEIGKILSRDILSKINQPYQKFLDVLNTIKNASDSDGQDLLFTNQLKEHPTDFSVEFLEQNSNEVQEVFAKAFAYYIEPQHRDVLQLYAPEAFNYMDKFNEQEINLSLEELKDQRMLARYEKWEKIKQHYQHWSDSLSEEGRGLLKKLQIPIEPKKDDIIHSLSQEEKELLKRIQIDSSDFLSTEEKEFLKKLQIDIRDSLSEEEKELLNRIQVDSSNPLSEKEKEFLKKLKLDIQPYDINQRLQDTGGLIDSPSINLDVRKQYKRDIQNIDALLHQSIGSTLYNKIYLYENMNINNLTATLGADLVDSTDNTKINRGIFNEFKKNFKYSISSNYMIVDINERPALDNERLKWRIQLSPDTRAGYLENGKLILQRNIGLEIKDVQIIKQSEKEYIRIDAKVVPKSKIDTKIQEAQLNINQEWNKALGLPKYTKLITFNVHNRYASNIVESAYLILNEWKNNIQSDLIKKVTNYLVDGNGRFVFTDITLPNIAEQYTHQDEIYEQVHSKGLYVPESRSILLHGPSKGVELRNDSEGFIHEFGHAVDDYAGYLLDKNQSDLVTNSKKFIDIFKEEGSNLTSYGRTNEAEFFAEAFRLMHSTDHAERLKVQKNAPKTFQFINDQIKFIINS
* hit, by the source's call; i = inactive; ? = inconclusive; · = no result given; & = joins results of further samples. Rule as the data show it, unless noted: active = inhibition above about 30%; inconclusive = no clear call, values can overlap the other calls; inactive = below that. The list is partial; the hit share may differ from the screen's.

compound | Yp Topo-I inh | BH1578 lux ind | SARS 3CLpro inh | TcdB inh | VHR inh abs | CCHF vOTU inh | BoNT-A LC inh2 | PfHsp40 yeast | PriA SSB inh | Anthrax LF prot
COc1cccc(CN=c2c([N+](=O)[O-])nn(-c3ccccc3C)n2O)c1 | -8.7 | -0.5 | 3.0 | 0.9 | 15.4 | -7.2 | 0.4 | -0.1 | 0.1 | 0.6
Cc1ccc(-c2noc(CSc3nc(N)cc(N)n3)n2)cc1 | -3.7 | -0.1 | 4.5 | · | -3.7 | 8.7 | -0.6 | -0.1 | -2.9 | -2.1
Cc1ccc(C(=O)NCC(=O)N2CCC(Cc3ccccc3)CC2)cc1 | 11.8 | -0.3 | 1.6 | 1.8 | 31.8 | -1.4 | 3.0 | 2.0 | -3.5 | 4.6
CCCn1nnnc1NCc1ccc(SC)cc1 | -2.5 | · | -3.4 | -4.7 | 5.8 | -2.5 | -0.4 | -0.4 | -3.2 | -2.9
CN(C)S(=O)(=O)c1cccc(NC(=O)c2cc3ccccc3o2)c1 | -2.7 | -0.6 | -2.2 | · | 17.5 | 7.4 | -1.1 | 1.8 | 1.7 | -7.9
O=C(NC1=NCCS1)C12CC3CC(C1)CC(C(=O)NC1=NCCS1)(C3)C2 | 0.7 | · | -1.5 | 0.0 | 2.3 | -7.0 | -0.2 | -0.6 | -14.8 | -8.1
CCCS(=O)(=O)N1CCN(Cc2ccco2)CC1 | 0.0 | 0.5 | -0.4 | · | 22.6 | 3.6 | 0.2 | 0.2 | -17.8 | -6.6
CCN(CC)c1ccc(NC(=O)COC(=O)CCC(=O)c2ccc(F)cc2)cc1 | 27.4 | -0.6 | 2.8 | · | 30.3 | 18.6 | 0.2 | 0.5 | 20.3 | -3.7
COc1ccc(NC(=O)CSc2nnc(-c3ccccc3Cl)n2Cc2ccco2)c(OC)c1 | 11.2 | i | 0.8 | · | 0.3 | 18.2 | -0.1 | -0.7 | 11.7 | -1.3
O=C1NC(=S)S/C1=C\c1coc2ccccc2c1=O | -7.0 | 9.1 | -5.6 | -1.4 | 32.4 | -9.2 | -0.3 | -1.0 | 8.0 | 1.2
COc1ccc2c(c1)S(=O)(=O)c1ccccc1N2 | -1.7 | 5.6 | 1.0 | 0.0 | -7.8 | 10.3 | 0.2 | -1.4 | -2.2 | -7.1
COc1ccc(CONS(=O)(=O)c2ccc(NC(C)=O)cc2)cc1Cl | -4.0 | -0.6 | 3.8 | 0.9 | 16.4 | -8.2 | 1.0 | 0.3 | -19.5 | -6.1
CCOc1ccc(CCNC(=O)Cn2ccc3ccccc3c2=O)cc1OCC | -3.6 | -1.8 | -4.2 | 0.7 | 9.9 | 4.6 | 1.2 | 0.1 | -11.7 | 0.8
Nc1nnc(SCC(=O)Nc2cccc(S(=O)(=O)N3CCCCC3)c2)s1 | -0.4 | i | · | 1.4 | · | 1.0 | 0.0 | 2.3 | -6.9 | -6.4
COc1cc(C2NC(=O)NC(C)=C2C(=O)OC(C)C)ccc1OC(=O)c1ccco1 (stereo not given) | 7.1 | i | -1.6 | · | 17.7 | 4.3 | -1.2 | -0.3 | -10.0 | -1.2
CC1(C)CC(=O)N(c2cc(Cl)ccc2Cl)C(=O)C1 | 3.4 | -0.6 | -10.7 | 1.5 | 15.5 | -11.3 | 0.5 | 0.3 | -3.2 | 9.4
Cc1cccc(-n2cnc(C(=O)Nc3cccnc3)c2)n1 | -11.6 | -1.1 | 1.9 | · | 7.6 | -9.2 | -0.1 | -0.5 | -12.9 | -1.5
C/C(=N/NS(=O)(=O)c1cc(C)ccc1C)c1ccc2c(c1)OCO2 | 0.5 | 0.4 | 0.4 | -0.7 | 14.4 | -2.2 | -1.7 | -1.2 | · | 2.0
O=C(Nc1ncn[nH]1)c1cc(S(=O)(=O)Nc2cccc(C(F)(F)F)c2)ccc1Cl | 38.4 | 5.9 | 0.3 | -0.1 | 13.4 | -9.0 | 0.1 | 0.4 | -4.4 | -0.5
Cn1cc(S(=O)(=O)CC(=O)N2CCc3ccccc32)c2ccccc21 | 7.8 | i | -2.7 | 10.0 | -29.7 | 16.2 | 0.2 | -0.1 | -10.5 | 5.7
COc1cccc(-n2c(Cc3cc(=O)[nH]c(=O)[nH]3)nnc2SCC(=O)NC2CCCC2)c1 | 1.5 | -0.4 | -0.8 | 0.1 | 8.7 | 4.8 | -0.2 | 0.5 | -1.0 | 0.8
c1ccc(CSc2nccc(-c3ccco3)n2)cc1 | 21.7 | i | · | 1.8 | · | 12.7 | -2.3 | · | -7.3 | -16.4
Cc1cc(-c2csc3ncnc(N4CCN(C)CC4)c23)cc(C)c1C | 20.3 | -0.6 | 0.0 | 0.0 | 14.4 | 5.2 | -1.8 | -0.3 | -0.4 | -1.8
Cc1csc(NC(=O)CS(=O)(=O)Cc2ccccc2)n1 | -3.6 | -0.4 | -0.6 | 1.2 | 11.8 | 5.5 | -0.6 | -0.1 | -10.3 | 1.3
COC(=O)Nc1sc2c(c1C(=O)N1CCOCC1)CCC(C)C2 (stereo not given) | -0.8 | -0.3 | -3.9 | 0.3 | -3.9 | 3.4 | 1.1 | 0.4 | -6.7 | -0.3
Nc1nc(SCC(=O)Nc2ccccc2)[nH]c(=O)c1NC(=O)c1cccs1 | 1.8 | -0.6 | 2.4 | -0.4 | -3.6 | -1.3 | -0.2 | 0.8 | -14.6 | 3.1
CCOc1ccccc1OCC(=O)NN1Cc2ccccc2C1=N | -8.1 | -18.3 | 2.2 | · | 6.3 | 2.8 | 0.7 | -0.2 | -4.2 | 0.9
Cn1c(C(=O)OCC(=O)NCc2ccc(F)cc2)cc2occc21 | 1.9 | 1.0 | · | -1.1 | · | 14.8 | -2.0 | 0.4 | -8.8 | 8.1
O=C(O)c1ccc(CN2C(=O)c3ccccc3S2(=O)=O)cc1 | 0.7 | -0.6 | 3.6 | · | 1.2 | 10.9 | -0.9 | -1.2 | -4.9 | 1.6
Cc1nc2ccccc2c2c1CC(C(C)(Cl)Br)O2 (stereo not given) | 7.3 | i | 0.8 | 0.4 | 5.0 | 14.1 | -0.4 | -0.5 | -0.6 | -2.1
Cc1cc2ccccc2n1CCNC(=O)C(C)(C)C | 16.4 | -0.6 | · | 1.2 | -11.8 | 10.8 | 96.1* | 1.0 | 10.3 | 12.4
O=C(CCN1C(=O)c2ccccc2C1=O)Nc1cccc(O)c1 | -6.7 | -0.6 | -3.8 | -0.1 | 18.2 | 3.5 | 2.8 | -1.5 | -12.1 | 4.9
COC(=O)c1cnc(Oc2ccc(NC(=O)NC(=O)c3c(F)cccc3Cl)cc2)cc1C(F)(F)F | -3.4 | i | -0.1 | 0.8 | 13.3 | -1.0 | ? | -0.9 | -8.5 | 7.5
COc1ccc(NC(=O)C(CC(=O)O)Cc2ccc(Cl)cc2)cc1 (stereo not given) | -0.2 | 1.0 | -0.1 | -0.9 | -2.3 | 5.4 | -1.6 | -0.9 | -7.2 | -10.3
CCCCNC(=O)CNC(=S)N(Cc1ccccc1)Cc1cccnc1 | -2.2 | -0.3 | -2.5 | · | 1.2 | 6.8 | -0.6 | -0.1 | -3.0 | -1.8
CCOc1ccc(NC(=O)CSc2nc(=O)n(CCCN3CCOCC3)c3c2CCC3)cc1 | 11.5 | i | · | 1.2 | · | -8.9 | 1.9 | -0.1 | -6.2 | 0.4
Cc1cc(NC(=O)CSc2nnc(CNc3cccc(C(F)(F)F)c3)n2Cc2ccco2)no1 | 15.5 | i | -2.6 | · | 29.5 | 1.0 | -3.2 | 2.9 | -2.9 | -4.0
O=C1CN(/N=C/c2ccc([N+](=O)[O-])o2)C(=O)N1 | 2.0 | -0.3 | -2.6 | -1.8 | -3.0 | 28.9 | 0.3 | · | · | -13.4
COc1cccc(C(=O)Oc2cc(N)n(S(=O)(=O)c3ccc(C)cc3)n2)c1OC | -1.5 | i | 3.4 | · | 10.2 | 5.6 | 0.6 | -0.5 | -19.3 | 1.2
CC1CC2CCCC(O)=C2C(=O)O1 (stereo not given) | 3.8 | -0.8 | · | 0.6 | · | 3.9 | -0.5 | -1.0 | · | -2.8
COc1cccc(-c2cc(C(=O)N3CCc4ccccc4C3)[nH]n2)c1 | 10.5 | i | -1.4 | 1.5 | 65.4 | -10.0 | 1.2 | -0.3 | -7.3 | -3.4
O=C(C1CCCO1)N1CCN(C(=S)Nc2cc(F)cc(F)c2)CC1 (stereo not given) | -7.1 | i | -3.8 | 2.1 | 14.4 | 22.0 | 1.5 | -1.8 | -2.3 | -0.8
CCOC(=O)C1=C[C@@H](CC)N(S(=O)(=O)c2ccc(C)cc2)[C@H]1c1ccccc1 | · | · | · | 0.3 | · | 2.1 | -0.1 | · | · | -8.3
O=C(Nc1cccnc1)OC1CCCCC1 | -4.2 | -0.3 | -3.8 | 0.8 | 4.2 | -16.9 | -1.0 | 1.0 | -6.6 | -1.0
c1ccc2[nH]c(SCc3cn4cccnc4n3)nc2c1 | 2.2 | i | -3.1 | · | 27.7 | 4.3 | 0.2 | -0.9 | -11.4&-3.0 | 1.8
Cc1ccc(NC(=O)CN(C)C(=O)CSc2nc(C)cc(C)n2)cc1 | -9.1 | i | · | 0.2 | · | -2.2 | -1.3 | 1.3 | 7.5 | 0.6
COc1ccc(CC(=O)Nc2ccccc2N2CCCC2)cc1 | 8.4 | -0.1 | 1.2 | 0.1 | 8.6 | -0.7 | 2.7 | 0.3 | -4.4 | 3.7
CC(=O)Nc1ccc(NC(=O)CSc2ccc3nnc(-c4ccccn4)n3n2)cc1 | 6.0 | -3.4 | -4.2 | 0.2 | 20.2 | -8.3 | -1.0 | -0.6 | 39.3* | -3.1

By substructure: the entries above containing a nitro group on carbon
compound | Yp Topo-I inh | BH1578 lux ind | SARS 3CLpro inh | TcdB inh | VHR inh abs | CCHF vOTU inh | BoNT-A LC inh2 | PfHsp40 yeast | PriA SSB inh | Anthrax LF prot
COc1cccc(CN=c2c([N+](=O)[O-])nn(-c3ccccc3C)n2O)c1 | -8.7 | -0.5 | 3.0 | 0.9 | 15.4 | -7.2 | 0.4 | -0.1 | 0.1 | 0.6
O=C1CN(/N=C/c2ccc([N+](=O)[O-])o2)C(=O)N1 | 2.0 | -0.3 | -2.6 | -1.8 | -3.0 | 28.9 | 0.3 | · | · | -13.4

(further entries)
compound | Yp Topo-I inh | BH1578 lux ind | SARS 3CLpro inh | TcdB inh | VHR inh abs | CCHF vOTU inh | BoNT-A LC inh2 | PfHsp40 yeast | PriA SSB inh | Anthrax LF prot
C[C@@H]1CC[C@@]23COC(=O)C2=CCC[C@@H]3[C@@]1(C)CC/C(=C/CO)CO | 2.3 | -0.5 | · | -0.5 | · | -0.1 | 0.0 | -0.2 | -3.5 | 1.6
c1ccc2c(c1)CCCn1nnnc1-2 | 5.0 | -0.6 | 3.3 | · | 7.7 | 1.2 | ? | 0.7 | 0.9 | ?
Cc1ccc(NC(=O)CCCCCN2C(=O)[C@@H]3Cc4ccccc4CN3C2=O)cc1 | 23.4 | -2.7 | -4.1 | 0.2 | -1.9 | 16.6 | 0.5 | 2.1 | -7.6 | 2.1
CC1CCN(C(=O)c2ccc(S(=O)(=O)Cc3ccccc3F)c([N+](=O)[O-])c2)CC1 | 15.9 | -0.7 | 3.4 | 1.2 | 8.4 | 13.7 | -0.2 | -0.8 | -7.8 | 1.8
CCCCSc1[nH]c(=O)c(C(=O)OCC)cc1C#N | -3.8 | -1.4 | -3.4 | · | 2.0 | 6.9 | ? | 1.6 | -2.2 | 1.5
COc1ccc(OC)c(CN2CCN(CCCc3ccccc3)C(CCO)C2)c1 (stereo not given) | 14.6 | -2.3 | 3.5 | 0.0 | 2.3 | -11.9 | · | -1.2 | 5.5 | ·
CC(C)NC(=O)NC(=O)COC(=O)/C=C/c1ccccc1[N+](=O)[O-] | 1.9 | -2.1 | -3.4 | 0.9 | 6.7 | -4.8 | 0.1 | -1.3 | 1.4 | -7.0
